Pf growth 48h – inhibits P. falciparum growth in the first generation, 48 h. P. falciparum luciferase growth in erythrocytes, 48 h. Potency, µM (doses to about 28.7 µM), inactives show at the top dose activity change, negative = inhibition, hits mostly inhibitors. 310,000 compounds, 5.9% hits; further: potency means the concentration at half of the fitted maximal effect; on the % scale 0 is the no-effect control and ±100 the full control effect
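Firefly luciferase activity from engineered P. falciparum reports growth; inhibitors lower the luminescent signal. Cultures contained 2% hematocrit erythrocytes at 0.1% final parasitemia.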
LmPK inh – LmPK (Leishmania mexicana) enzyme inhibition. 290,000 compounds, 0.37% hits. Potency, µM (top dose mostly 57.5 µM), for the others: at the highest dose activity change, negative = inhibition, usual class: inhibitors. purified LmPK, Kinase-Glo ATP luminescence, 1 h; further: potency means the concentration at half of the fitted maximal effect; on the % scale 0 is the no-effect control and ±100 the full control effect
Target sequence (Q27686 whole entry, looked up): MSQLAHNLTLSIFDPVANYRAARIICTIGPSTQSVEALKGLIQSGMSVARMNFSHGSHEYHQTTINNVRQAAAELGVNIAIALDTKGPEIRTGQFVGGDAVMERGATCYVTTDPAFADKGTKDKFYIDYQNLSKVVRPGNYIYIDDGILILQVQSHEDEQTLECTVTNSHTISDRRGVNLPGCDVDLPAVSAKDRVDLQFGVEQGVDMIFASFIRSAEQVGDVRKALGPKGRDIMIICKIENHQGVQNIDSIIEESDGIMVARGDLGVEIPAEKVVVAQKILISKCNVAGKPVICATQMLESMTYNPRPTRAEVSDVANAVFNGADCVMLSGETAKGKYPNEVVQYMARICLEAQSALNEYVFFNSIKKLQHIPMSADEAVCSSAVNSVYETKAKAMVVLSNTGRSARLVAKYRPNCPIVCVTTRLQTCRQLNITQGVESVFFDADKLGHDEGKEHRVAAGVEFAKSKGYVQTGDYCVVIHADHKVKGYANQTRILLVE
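Screened at intermediate enzyme activity to detect both inhibitors and activators: LmPK at 0.1 nM, with a 0.5 nM enzyme column as activation reference. PEP 0.5 mM, ADP 0.1 mM; ATP detected by luminescence after 1 h.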
CHX counter – counter-screen for Shiga toxin inhibitors: cycloheximide protein synthesis inhibition | max response, % | 300,000 compounds, 12% hits | cell reporter, cycloheximide protein synthesis inhibition counterscreen | AID 2314; in the data active means max response mostly above about 13%, no sharp cut-off; inactive means mostly below about 14%; further: read at 38.3 µM for the half of the compounds with a filed dose; 0% is about no effect
TbPYK inhibitor – blocks Trypanosoma brucei pyruvate kinase; TbPYK enzyme, Kinase-Glo Plus ATP luminescence, 45 min; Potency, µM (titrated, usually from 76.8 µM), inactives show at the highest dose activity, negative = inhibition, actives largely listed as inhibitors; 410,000 compounds, 0.12% hits; Q57TT1; further: potency means the concentration at half of the fitted maximal effect; on the % scale 0 is the no-effect control and ±100 the full control effect; nearly all actives have a fitted effect of over 50% in size
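TbPYK + substrate in 50 mM TEA pH 7.2, 100 mM KCl, 10 mM MgCl2, 0.05% BSA, 0.01% Tween-20; cpd pinned; ADP 130 uM final; 45 min RT; Kinase-Glo Plus 10 min; luminescence endpoint.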
Shiga toxin inh – blocks Shiga toxin action in Vero cells; inhibition, % at 38.7 µM; 290,000 compounds, 9.2% hits; Vero cells, Shiga toxin protein synthesis inhibition reporter; AID 2315; in the data active means inhibition mostly above about 28%, no sharp cut-off; inactive means mostly below about 43%; further: 0% is about no effect
Pf growth 96h – P. falciparum growth inhibition at 96 hour, primary screen for plastid delayed-death inhibitors | 320,000 compounds, 6.9% hits | P. falciparum luciferase reporter growth, 96 h | Potency, µM (highest dose often 28.7 µM), for the others: at the top dose activity change, negative = inhibition, usual class: inhibitors; further: potency means the concentration at half of the fitted maximal effect; on the % scale 0 is the no-effect control and ±100 the full control effect
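Two parasite generations (96 h, 37 C, 5% CO2) of compound exposure in infected erythrocytes (0.05% parasitemia, 2% hematocrit). Luciferase-reporter P. falciparum; decreased luminescence indicates inhibited growth, aimed at apicoplast-acting delayed death.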
HCV inhibitor – blocks hepatitis C virus; Huh7.5.1 HCVcc-Cre infection, luciferase reporter, 44 h; Potency, µM (top dose mostly 41.8 µM), for inactives: at the top dose activity change, negative = inhibition, usual class: inhibitors; 340,000 compounds, 3.4% hits; further: potency means the concentration at half of the fitted maximal effect; on the % scale 0 is the no-effect control and ±100 the full control effect
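Cells seeded at 1,000/well and cultured 4 h, then compounds added followed by HCVcc-Cre virus (~0.5 moi). After 44 h further culture, luciferase substrate was added, plates held 15 min at room temperature, and luminescence read for 15 sec.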
The depositor's hits bear a star; ? = inconclusive; . = not tested or not shown; & = joins results of further samples; [ ] = remark or other dose. Unless noted, the call rests on the fitted dose curve; in most records, active means well fitted curve in the direction sought with a large enough effect; inconclusive means small, poorly fitted or top-dose-only effect, or another doubt; inactive means no such curve, though single readings can be large; an effect the other way counts as inactive or inconclusive. No enrichment for hits. Share with any hit: about 24%.

SMILES	Pf growth 48h	LmPK inh	CHX counter	TbPYK inhibitor	Shiga toxin inh	Pf growth 96h	HCV inhibitor
COc1ccc(-c2cc(C(F)(F)F)nc(SCCC(=O)N3CCOCC3)n2)cc1	-17%	-8%	-4	-7%	-5	?	12%&16%
C=CCn1c(=N)c(S(=O)(=O)c2ccc(C)c(C)c2)cc2c(=O)n3ccccc3nc21	-20%	8%	-2	-1%	-5	?	?
O=C(COc1ccccc1Cl)Nc1ccccc1C(=O)N1CCCCC1	44%[activator]	-1%	43*	2%	85*	2%	10%
COc1ccc(OCc2ccc(-c3nc4ccccc4c(=O)n3N)o2)cc1	73%[activator]	-4%	30*	-2%	129*	36%[activator]	?
CC(C)OC(=O)CSc1nnc(-c2cnccn2)n1-c1ccc(Cl)cc1	?	-2%	7	0%	-12	15µM*	11%
Cc1ccnc(N2CCC(C(=O)Nc3nnc(C)s3)CC2)n1	5%	-2%	-2	9%	-10	46%[activator]	5%
COc1ccccc1C1=NOC(COC(=O)c2ccc([N+](=O)[O-])cc2)C1 (stereo unspecified)	4%	0%	-2	-9%	-1	-9%	-2%
O=C(O)C(Oc1ccc2c(c1)oc(=O)c1ccccc12)c1ccccc1 (stereo unspecified)	25%	2%	-2	3%	-12	6%	-1%
O=C(c1c[nH]c(C(=O)C(Cl)(Cl)Cl)c1)c1ccccc1Cl	-8%	4%	-2	0%	12	-3%	25%
Cc1cc(C(=O)N(C)Cc2c(F)cccc2Cl)c2ccccc2n1	-21%	-1%	-3	22%	-4	-2%	?
O=C(Nc1ccc(NS(=O)(=O)c2ccc([N+](=O)[O-])cc2)cc1)c1ccco1	?	11%	-1	2%	-8	?	-1%
CC1=C(OC(=O)c2ccccc2)C(C)(C)C(c2ccc(Br)cc2)OC1=O (stereo unspecified)	2%	8%	-3	3%	17	.	-16%
CCOc1ccc(Nc2ncnc3ccc([N+](=O)[O-])cc23)cc1	?	1%	-2	-5%	14	?	?
CCN(CC(=O)Nc1ccc(C#N)c(Cl)c1)CC(=O)NC(C)(C)C	?	-4%	-2	5%	-4	?	9%
CCOC(=O)CN1C(=O)C(C)(C)Oc2ccc(C(=O)NC(C)(C)CC)cc21	-5%	1%	22*	2%	9	16%	-7%
O=C(NCC(=O)N(CCN1CCOCC1)C(C(=O)NC1CCCC1)c1ccccc1)c1cccs1 (stereo unspecified)	-11%	3%	1	-7%	11	?	23%
C=CCn1c(SCC(=O)N(C)C2CCS(=O)(=O)C2)nnc1-c1ccccc1 (stereo unspecified)	-2%	.	.	0%	.	21%	2%
COC(=O)c1ccc(NC(=O)COc2ccc3c(c2)OCO3)cc1	?	1%	20*	4%	-7	?	-4%
O=C(NCc1cccnc1)/C(=N\O)c1ccccc1	.	2%	-7	2%	-5	?	5%
CC(C)CC(=O)N1CCN(c2ccc(NC(=O)c3ccco3)cc2)CC1	?	3%	-1	24%	2	9.3µM*	.
COc1cccc(CN2CCNC(=O)C2CC(=O)NCc2cn3cccc(C)c3n2)c1OC (stereo unspecified)	-16%	-4%	11	-18%	-7	20%	5%
O=C(Nc1ccc(F)cc1)N1CCN(c2nc3ccccc3s2)CC1	?	3%	13	-4%	19	-7%	?
CC1CCCN(C(=O)c2ccc3c(=O)n(C4CCCC4)c(=S)[nH]c3c2)C1 (stereo unspecified)	?	-22%	1	-15%	-4	-4%	10µM*
CNC(=O)c1c(NC(=O)c2ccc3ncsc3c2)sc(C)c1C	?	.	.	-1%	.	2%	-11%
O=C(NC12CC3CC(CC(C3)C1)C2)N1CCN(c2ccccc2)CC1	?	0%	-3	-16%	18	375%[activator]	-3%

In the list so far, these contain an NH in an aromatic ring.
SMILES	Pf growth 48h	LmPK inh	CHX counter	TbPYK inhibitor	Shiga toxin inh	Pf growth 96h	HCV inhibitor
O=C(c1c[nH]c(C(=O)C(Cl)(Cl)Cl)c1)c1ccccc1Cl	-8%	4%	-2	0%	12	-3%	25%
CC1CCCN(C(=O)c2ccc3c(=O)n(C4CCCC4)c(=S)[nH]c3c2)C1 (stereo unspecified)	?	-22%	1	-15%	-4	-4%	10µM*

The main list resumes with the 2 entries that preceded the break.
SMILES	Pf growth 48h	LmPK inh	CHX counter	TbPYK inhibitor	Shiga toxin inh	Pf growth 96h	HCV inhibitor
CNC(=O)c1c(NC(=O)c2ccc3ncsc3c2)sc(C)c1C	?	.	.	-1%	.	2%	-11%
O=C(NC12CC3CC(CC(C3)C1)C2)N1CCN(c2ccccc2)CC1	?	0%	-3	-16%	18	375%[activator]	-3%
CCOc1ccc(-c2nnc(SCC(=O)N(CC)CC)n2N)cc1	21%	-1%	4	-4%	26	-22%	10%
CCOC(=O)c1c(C)[nH]c(C(=O)OC(C)C(=O)NC2CCCCC2C)c1C (stereo unspecified)	?	.	.	-6%	.	?	?
Cc1ccc(N(CCC#N)C(=O)CSc2nnc3ccccn23)cc1	29%	.	.	-2%	.	-10%	9%
COc1ccc(CCNC(=O)CSc2nc(C)cs2)cc1	-1%	0%	-4	-7%	-6	0%	-19%
Cc1noc(C)c1S(=O)(=O)N1CCC(C(=O)N2CCN(c3ccc(Cl)cc3)CC2)CC1	?	0%	-2	5%	-9	7%	?
O=C(O)c1oc2ccccc2c1CSCc1ccccc1	27%	8%[11.5 µM]	16	-2%	-23	9%	4%
COc1cc(C(=O)NC(=S)Nc2ccccc2[N+](=O)[O-])cc(OC)c1OC	6%	2%	-1	-3%	-12	0%	?
O=C(Nc1cccc(S(=O)(=O)N2CCCC2)c1)c1cc(-c2ccccn2)nc2ccccc12	12µM*	5%	8	6%	-9	?	?
Cc1cccc(C(=O)O/N=C(\N)Cc2cccc3ccccc23)c1	3.3µM*	7%	-1	1%	-6	?	-4%
Cc1nc(SCC(=O)Nc2ccc(C)c(F)c2)c2oc3ccccc3c2n1	-25%	1%	6	-1%	-7	?	2%
Fc1ccc(N2CCN(C(c3cccs3)c3nnnn3C3CCCC3)CC2)cc1 (stereo unspecified)	10µM*	2%	-4	2%	-4	7%	-7%
Cc1cc(OCC(=O)Nc2ccncc2)ccc1Br	-11%	6%	-8	-17%	-19	13%	-12%
Cc1ccn2cc(C(=O)N3CCCC(Nc4ccc(F)cc4)C3)nc2c1 (stereo unspecified)	2%	-2%	8	-3%	22	85%[activator]	17%
O=C(CCc1nc2ccccc2[nH]c1=O)OCC(=O)N1CCc2ccccc21	.	15%	-3	2%	-16	-14%	7%
O=C(O)c1ccc2c(c1)CCC2	27%	8%	-1	0%	12	?	-4%
CCCS(=O)(=O)N1CCCC(C(=O)NCCCN(C)Cc2ccccc2)C1 (stereo unspecified)	39%[activator]	-2%	0	7%	8	-58%	15%
CC1(C)CC2CC(C)(CN2C(=O)c2ccccc2)C1 (stereo unspecified)	0%	0%	-1	2%	-16	0%	-2%
O=C(O)CCC(NC(=O)OCc1ccccc1)C(=O)O (stereo unspecified)	-1%	-1%	-5	-4%	-9	5%	12%
O=C(Nc1nnc(-c2cccnc2)o1)c1ccccc1Cl	8%	-5%[11.5 µM]	9	-1%	18	44%[activator]	26%
Cc1ccc(NC(=O)CSC(C)C(=O)OCC(=O)N2CCN(C(=O)c3ccco3)CC2)cc1 (stereo unspecified)	8%	.	.	-9%	.	0%	11%
COc1ccc(OCCC(=O)OCC(=O)NCc2ccccc2OC)cc1	-18%	.	.	2%	.	4%	4%
CC(NC(=O)COC(=O)C1(C)CC1(Cl)Cl)c1ccccc1 (stereo unspecified)	5%	.	.	2%	.	21%	5%
Cc1nn2c(-c3ccccn3)ccnc2c1Cl	27%	-6%	19	-6%	12	16%	-3%
CCC(C(=O)Nc1ccc(OC)c(Cl)c1)c1ccccc1 (stereo unspecified)	-4%	0%	-2	-2%	7	-22%	4%
CC(=O)c1ccc(NC(=O)COC(=O)c2c3c(nc4ccccc24)/C(=C\c2cccs2)CCC3)cc1	?	5%	15*	-3%	17	?	?
(cont.)
SMILES	Pf growth 48h	LmPK inh	CHX counter	TbPYK inhibitor	Shiga toxin inh	Pf growth 96h	HCV inhibitor
C/C=C(\C)C(=O)N1CC2(CC(c3cccc(NC(=O)COc4ccc(Cl)cc4)c3)=NO2)C[C@@H]1C(N)=O (stereo partly specified)	12µM*	4%	-3	2%	30	?	-21%
COc1ccc(CCNS(=O)(=O)c2cc3c(cc2C)NC(=O)CO3)cc1OC	0%	2%	-1	-2%	15	109%[activator]	5%
Cc1ccc(C(=O)O/N=C\c2ccc(N3CCCCC3)c([N+](=O)[O-])c2)cc1	-10%	2%	-3	-6%	-16	15%	?
O=C(COC(=O)CCCNC(=O)c1ccc(Cl)cc1)Nc1cc(Cl)ccc1Cl	5%	0%	0	3%	-1	26%	32%[activator]
Cc1ccccc1Nc1nc(-c2sc(NC(=O)c3ccco3)nc2C)cs1	12µM*	-14%	9	-3%	16	?	?
COCc1cc(C)nc(SCC(=O)Nc2ccc3c(c2)OCO3)c1C#N	14%	1%	7	-2%	10	1%	11µM*

Entries of single compounds, looked up by structure. Order of values: Pf growth 48h | LmPK inh | CHX counter | TbPYK inhibitor | Shiga toxin inh | Pf growth 96h | HCV inhibitor
Cc1ccc(C(=O)O/N=C\c2ccc(N3CCCCC3)c([N+](=O)[O-])c2)cc1 is entered as -10% | 2% | -3 | -6% | -16 | 15% | ?
Cc1ccccc1Nc1nc(-c2sc(NC(=O)c3ccco3)nc2C)cs1 is entered as 12µM* | -14% | 9 | -3% | 16 | ? | ?

High-throughput results as filed in PubChem.
